Screens from PubChem.
GAA glycogen – GAA glycogen-cleavage inhibition or activation | recombinant GAA, glycogen substrate, Amplex Red glucose oxidase fluorescence | Potency, µM (highest dose often 76.4 µM), for the others: at the top dose activity change, negative = inhibition, usual class: inhibitors | actives 0.38% (n = 300,000) | AID 2100;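 also: potency is read from the fitted curve at half-maximal effect; 0% = full enzyme reaction and -100% = no-enzyme basal signal; the screen sought inhibitors and activators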
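Recombinant human enzyme (4 nM); glycogen substrate; 37 C, 40 min, pH 5.0. Readout: coupled glucose oxidase/Amplex Red fluorescence.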
HTT aggregate – mutant huntingtin aggregation inhibition. PC12 HttQ103-GFP aggregates, Acumen cytometry, 40 h. Potency, µM (titrated, usually from 46.1 µM), without a hit: at the top dose activity change, negative = inhibition, actives largely listed as inhibitors. actives 1.1% (n = 220,000); also: potency is read from the fitted curve at half-maximal effect; % is scaled to controls: 0 for no effect and ±100 for the full control effect; nearly all actives have a fitted effect of over 60% in size
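Aggregates are detected as GFP objects 1–25 µm with signal 6 STDEV over background in lysates of induced PC12 cells. These carry Huntingtin exon 1 with 103 glutamines fused to GFP under an ecdysone promoter; compounds titrated.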
CBFb-RUNX1 inh – blocks binding between human CBF-beta and RUNX1. 230,000 tested, under 10 active. Q01196+Q13951. AID 1477. AlphaScreen CBFb-His/RUNX1-biotin binding, biochemical. Potency, µM (highest dose often 59.8 µM), without a hit: at the top dose activity, negative = inhibition, most hits filed as inhibitors; also: % of control where 0% means no effect
Target sequence (Q01196 whole entry, looked up): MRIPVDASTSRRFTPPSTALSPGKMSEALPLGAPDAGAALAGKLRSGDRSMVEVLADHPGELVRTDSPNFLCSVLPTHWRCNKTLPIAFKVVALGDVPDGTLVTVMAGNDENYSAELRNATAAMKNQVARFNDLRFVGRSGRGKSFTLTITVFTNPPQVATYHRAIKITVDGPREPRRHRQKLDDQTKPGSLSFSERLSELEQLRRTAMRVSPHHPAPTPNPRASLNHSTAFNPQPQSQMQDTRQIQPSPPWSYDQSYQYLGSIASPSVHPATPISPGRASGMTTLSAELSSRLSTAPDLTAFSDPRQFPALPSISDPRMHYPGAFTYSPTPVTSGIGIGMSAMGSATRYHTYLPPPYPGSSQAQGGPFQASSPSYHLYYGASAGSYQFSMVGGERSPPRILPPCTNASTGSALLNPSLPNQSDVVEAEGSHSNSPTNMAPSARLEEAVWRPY
Target sequence (Q13951 whole entry, looked up): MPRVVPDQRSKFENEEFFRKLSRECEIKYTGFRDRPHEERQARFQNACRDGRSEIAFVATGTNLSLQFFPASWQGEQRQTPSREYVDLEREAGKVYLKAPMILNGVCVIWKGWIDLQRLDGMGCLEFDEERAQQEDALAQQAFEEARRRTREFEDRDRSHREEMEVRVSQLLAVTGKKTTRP
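Read-out: AlphaScreen. Format: His-CBF-beta with biotinylated RUNX1 (30 nM each) preincubated 20 min, compound 15 min, Ni-chelate plus streptavidin beads 90 min; room temperature throughout.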
HTT ATP protect – Huntington cell model cytoprotection by ATP luminescence. PC12 HTT-Q103 induced, cytoprotection, ATP luminescence, 40 h. Potency, µM (top dose mostly 56.4 µM), without a hit: cytoprotection (ATP increase), hits mostly activators. actives 0.14% (n = 230,000);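 also: potency is read from the fitted curve at half-maximal effect; % of control where 0% means no effect; nearly all actives have a fitted effect of over 45% in size; toxic huntingtin expression switched on by the ecdysone agonist tebufenozide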
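PC12 cells with ecdysone-inducible HTT exon 1 Q103-GFP, induced with 100 nM tebufenozide and co-treated with library compounds in a dose series (1536-well, 1500 cells/well). Cytoprotection read as ATP content by ATPlite luminescence.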
GAA inh – inhibitors of human lysosomal alpha-glucosidase; P10253; purified human GAA, 4-MU-alpha-glucoside fluorescence; Potency, µM (doses to about 76.9 µM), inactives show top-dose activity change, negative = inhibition, most hits filed as inhibitors; actives 0.005% (n = 200,000);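 also: potency is read from the fitted curve at half-maximal effect; plate controls were uninhibited enzyme wells for no effect and no-enzyme background for full effect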
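Fluorogenic assay: 4 nM human alpha-glucosidase with 400 uM 4-methylumbelliferyl-alpha-D-pyranoside in 50 mM citrate/phosphate, 0.005% Tween-20, pH 5.0, 20 min at room temperature. Compounds tested up to 77 uM; AC50 from Hill fits.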
Lamin A splicing – changes lamin A minigene splicing in HeLa cells. HeLa LMNA splicing GFP/RFP minigene ratio, 48 h. Potency, µM (highest dose often 46.1 µM), for the others: at the highest dose ratio change, negative = inhibition, usual class: inhibitors. actives 0.01% (n = 200,000); active = well fitted inhibition curve with a large enough effect in the signal ratio, with a control signal flat, not every such curve was filed as active; inconclusive = small, poorly fitted or top-dose-only effect, or effect the other way, or a change in a side signal; the % refers to the signal ratio; also: potency is read from the fitted curve at half-maximal effect; % is scaled to controls: 0 for no effect and ±100 for the full control effect
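Read-out is the ratio of GFP to DsRed2 object intensity, acquired by 488 nm laser-scanning cytometry on HeLa lamin A-EGFP minigene reporter cells. Compound incubation 48 hrs at 37 °C in Opti-MEM with 2% FBS; DMSO 0.5% final.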
aGlu spleen mod – inhibits or activates alpha-glucosidase in human spleen homogenate; actives 0.006% (n = 240,000); P10253; human spleen homogenate, 4-MU-alpha-glucoside fluorescence; AID 2112; Potency, µM (titrated, usually from 79.9 µM), for inactives: at the highest dose activity change, negative = inhibition, most hits filed as inhibitors;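 also: potency is read from the fitted curve at half-maximal effect; 0% = enzyme with vehicle and -100% = no enzyme basal signal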
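Enzyme source: human spleen homogenate, 1 ug/well. Buffer 50 mM citric acid/K phosphate pH 5.0, 0.01% Tween-20. 4-MU-alpha-glucoside 1 mM; 37 C x 40 min; NaOH/glycine stop; fluorescence.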
* marks the source's active call; other numbers are inactive results; ? = inconclusive; · = not tested or not shown; [ ] = another dose, or the depositor's remark. Unless noted, calls follow the shape of the dose curve; as a rule, active = well fitted curve in the direction sought with a large enough effect; inconclusive = small, poorly fitted or top-dose-only effect, or another doubt; inactive = no such curve, though single readings can be large; an effect the other way counts as inactive or inconclusive. An unsorted share of the library, and some 1.5% of all compounds hit somewhere here.

SMILES	GAA glycogen	HTT aggregate	CBFb-RUNX1 inh	HTT ATP protect	GAA inh	Lamin A splicing	aGlu spleen mod
CC(=O)NC(CCS(C)(=O)=O)C(=O)Nc1ccc(F)cc1Cl (stereo not drawn)	3%	3%	0%	6%	-9%	-4%	-7%
NCCC[C@@H](CC(=O)N[C@@H]1CCCC[C@H]1C(=O)N[C@H](CC(=O)N[C@@H](CCC(=O)O)CC(=O)O)Cc1c[nH]c2ccccc12)NC(=O)C[C@H](Cc1ccccc1)NC(=O)[C@@H]1CNCC[C@H]1N	·	·	11%	-40%[inhibitor]	·	·	2%
Nc1ccc(Oc2ccc3c(c2)OCO3)cc1	-14%	-20%	4%	-12%	-3%	·	·
CCCCN(CC)C(=S)Nc1ccc2nc(N3CCN(C)CC3)cc(C)c2c1	?	6%	14%	2%[10 µM]	13%	·	4%
O=C1CC(c2ccccc2)CC(O)=C1C=Nc1ccccc1Cl (stereo not drawn)	4%	-1%	4%	-42%[10 µM]	0%	4%	0%
CCOc1ccc2nc(SCc3ccc(C(=O)OC)o3)[nH]c2c1	5%	-19%	10%	-1%[10 µM]	?	-17%	-5%
CCCCNC(=O)c1cn(CC)c2cc(N3CCN(C)CC3)c(F)cc2c1=O	3%	-4%[9.22 µM]	9%	-4%[10 µM]	·	·	-1%
CCn1c(C)nc2cc(C(=O)NNC(=S)Nc3ccccc3)ccc21	-30%	5%	-1%	-105%[inhibitor]	-2%	-9%[46 µM]	1%
O=C(COc1ccc(Br)cc1)Nc1ccc(-c2nnc(-c3ccco3)o2)cc1	-12%	-3%	3%	-19%	-1%	11%	-1%
Cc1ccsc1/C=N/n1c(-c2ccncc2)n[nH]c1=S	10%	-16%	-2%	32%[0.074 µM]	-1%	?	2%
CCCCC(CC)CNC(=O)C1CCCN(S(=O)(=O)c2cnc[nH]2)C1 (stereo not drawn)	4%	10%	13%	-13%	-7%	-8%	-24%
O=C(Cn1nc(C(F)(F)F)c2c1CCC2)NCc1ccc(Cl)cc1	0%	-15%	5%	-7%[10 µM]	-11%	1%	4%
Cc1cc(C)cc(N(C(C)C(=O)Nc2c(C)n(C)n(-c3ccccc3)c2=O)S(C)(=O)=O)c1 (stereo not drawn)	8%	20%	0%	9%	0%	10%	-1%
COc1cccc(/C=N/N2CCN(C)CC2)c1	-21%	9%	6%	?	-2%	-8%	3%
Cc1csc(NC(=O)CSCC(=O)Nc2ccccc2)n1	-4%	7%	11%	-6%[10 µM]	4%	-3%	-2%
O=C(Nc1ccc(Cl)cc1)N1CCN(c2ncccn2)CC1	18%	7%	-2%	-35%[inhibitor]	?	?	2%
COc1ccccc1NC(=O)CCc1c(C)nc2c(-c3ccc(F)cc3)c(C)nn2c1C	3%	32%[9.22 µM]	30%	8%[10 µM]	·	·	8%
N#CNC(N)=Nc1cccc(Cl)c1	5%	-6%	2%	-4%[0.074 µM]	-9%	1%	6%
Cc1cc(NC(=O)CSc2nc(-c3ccc(Cl)cc3)cs2)no1	4%	-5%	25%	1%[1.9 µM]	-2%	-3%	5%
CC(=O)Nc1ccccc1OCC(=O)c1cc(C)n(Cc2cccs2)c1C	6%	?	-11%	-78%[inhibitor][10 µM]	-2%	?	-16%
O=[N+]([O-])c1cc(/C=N/Nc2nc(N3CCOCC3)nc(N3CCOCC3)n2)ccc1Cl	-3%	?	0%	10%[10 µM]	8%	-3%	-1%
CCOC(=O)CCCCC(=O)c1[nH]c(=O)[nH]c1CSc1nnc2c3ccccc3n(C(C)C)c2n1	-5%	-9%	-17%	·	1%	-13%	-5%
CC(C)C(C(=O)Nc1nccs1)N1C(=O)c2ccccc2C1=O (stereo not drawn)	4%	-17%[9.22 µM]	-4%	7%[10 µM]	9%	-3%[46 µM]	2%
Cc1cc(C)n(-c2c(F)c(F)c(CN3CCCCC3)c(F)c2F)n1	3%	-4%	8%	-9%[10 µM]	-3%	5%	-1%
O=C(CCN1C(=O)/C(=C/c2ccc(F)cc2)SC1=S)NNC(=O)c1cccnc1	11%	14%	-5%	35%[10 µM]	-3%	1%	-4%

An excerpt of these results, with two lines to a compound:
Sequence of screens: GAA glycogen | HTT aggregate | CBFb-RUNX1 inh | HTT ATP protect | GAA inh | Lamin A splicing | aGlu spleen mod
Cc1cc(C)cc(N(C(C)C(=O)Nc2c(C)n(C)n(-c3ccccc3)c2=O)S(C)(=O)=O)c1 (stereo not drawn)
 : 8% | 20% | 0% | 9% | 0% | 10% | -1%
COc1cccc(/C=N/N2CCN(C)CC2)c1
 : -21% | 9% | 6% | ? | -2% | -8% | 3%

Further structures follow:
SMILES	GAA glycogen	HTT aggregate	CBFb-RUNX1 inh	HTT ATP protect	GAA inh	Lamin A splicing	aGlu spleen mod
CCOc1ccc(-c2noc(COC)n2)cc1OC	-7%	-3%	7%	14%[1.9 µM]	-5%	13%	1%
O=S(=O)(c1ccc2c(c1)OCCO2)N1CCN(c2cccc(Cl)c2)CC1	-14%	?	3%	15%[10 µM]	-15%	?	0%
CC12CC3CC(C)(C1)CC(C(=O)NC1=NCCS1)(C3)C2	0%	?	1%	12%[10 µM]	?	9%	-3%
C(=N\N=C\c1cccs1)/c1cccs1	-2%	-30%	6%	-65%[inhibitor]	0%	·	·
COCCNC(=O)NC(=O)COC(=O)C12CC3CC(CC(NC(C)=O)(C3)C1)C2	-5%	7%	1%	-10%	-9%	7%	2%
O=C(CCCN1C(=O)/C(=C\c2cccs2)SC1=S)Nc1cccc(C(=O)O)c1	4%	-7%	-14%	7%	?	·	3%
CCc1ccccc1NC(=O)Cn1nnc(-c2cccs2)n1	1%	-15%	7%	-20%[10 µM]	?	-2%	-11%
CC(C)C(=O)Nc1cccc(C(=O)N2CCCCC2C)c1 (stereo not drawn)	3%	10µM*	2%	-5%	0%	-12%	-4%
COCCn1c(C)cc(/C=C2/NC(=O)N(c3cccc(Cl)c3)C2=O)c1C	-1%	12%	-18%	·	-3%	0%[46 µM]	-10%
Cc1ccc2nc(NC(=O)c3ccc(Cl)s3)sc2c1	-3%	-12%	3%	-60%	-8%	5%	0%
O=C(Nc1cc(C(=O)N2CCOCC2)cc(C(=O)N2CCOCC2)c1)c1cc(F)c(F)cc1Cl	0%	-15%	0%	6%	-9%	-10%	-7%
O=C(CCn1cnnn1)Nc1ccc(F)cc1	4%	9%	-3%	-20%	10%	20%[46 µM]	-1%
COCCCN1C(=O)C(=O)/C(=C(/O)c2ccccc2)C1c1ccc2c(c1)OCO2 (stereo not drawn)	3%	6%	-2%	-11%[10 µM]	-9%	1%	-11%
COc1cc(S(=O)(=O)N(Cc2ccc(C)cc2)Cc2ccco2)ccc1-n1cnnn1	-5%	9%[9.22 µM]	-2%	11%	-6%	?	-7%
CCCc1cc(C(=O)N2CCN(S(=O)(=O)c3ccc(OC)c(OC)c3)CC2)cs1	-10%	-24%	7%	-1%	-8%	?	-18%
CC(C(=O)N1CCN(Cc2ccc3c(c2)OCO3)CC1)c1ccc([N+](=O)[O-])cc1 (stereo not drawn)	4%	12%	12%	·	0%	·	6%
NS(=O)(=O)c1ccc(-c2ccc(/C=C3\C(=O)Nc4cc(Cl)ccc43)o2)cc1	0%	18%	-5%	13%	?	·	2%
CCCOc1ccc(Br)cc1/C=N/NC(=O)c1cc(OC)c(OC)c(OC)c1	8%	-2%	10%	22%[10 µM]	-2%	-7%	-9%
CC(C)CCN1CCN(Cc2nc(-c3ccc(F)cc3)cs2)CC1CCO (stereo not drawn)	3%	-17%	11%	-47%[inhibitor]	1%	·	-10%
COc1ccc(-c2nc(-c3cccs3)c(-c3cccs3)[nH]2)cc1O	?	-32%	-18%	-51%[inhibitor]	-1%	-6%	-3%
CCOc1cc(CNCCc2ccc(S(N)(=O)=O)cc2)ccc1OCc1ccc(Cl)cc1	-9%	-33%	-10%	-86%[inhibitor]	-8%	7%	4%
Cn1c(SCc2c(F)cccc2Cl)nnc1-c1cccs1	3%	-2%	2%	-18%	0%	3%	-13%
O=C(O)c1ccc(Cn2cc(C(F)(F)F)ccc2=O)cc1	2%	21%	-12%	-25%	-5%	22%[9.22 µM]	·

Among those listed so far, nine contain a thiophene ring, fused or not.
SMILES	GAA glycogen	HTT aggregate	CBFb-RUNX1 inh	HTT ATP protect	GAA inh	Lamin A splicing	aGlu spleen mod
Cc1ccsc1/C=N/n1c(-c2ccncc2)n[nH]c1=S	10%	-16%	-2%	32%[0.074 µM]	-1%	?	2%
CC(=O)Nc1ccccc1OCC(=O)c1cc(C)n(Cc2cccs2)c1C	6%	?	-11%	-78%[inhibitor][10 µM]	-2%	?	-16%
C(=N\N=C\c1cccs1)/c1cccs1	-2%	-30%	6%	-65%[inhibitor]	0%	·	·
O=C(CCCN1C(=O)/C(=C\c2cccs2)SC1=S)Nc1cccc(C(=O)O)c1	4%	-7%	-14%	7%	?	·	3%
CCc1ccccc1NC(=O)Cn1nnc(-c2cccs2)n1	1%	-15%	7%	-20%[10 µM]	?	-2%	-11%
Cc1ccc2nc(NC(=O)c3ccc(Cl)s3)sc2c1	-3%	-12%	3%	-60%	-8%	5%	0%
CCCc1cc(C(=O)N2CCN(S(=O)(=O)c3ccc(OC)c(OC)c3)CC2)cs1	-10%	-24%	7%	-1%	-8%	?	-18%
COc1ccc(-c2nc(-c3cccs3)c(-c3cccs3)[nH]2)cc1O	?	-32%	-18%	-51%[inhibitor]	-1%	-6%	-3%
Cn1c(SCc2c(F)cccc2Cl)nnc1-c1cccs1	3%	-2%	2%	-18%	0%	3%	-13%
